RGS4 inh: RGS4 inhibitors, primary screen, cell-based, HEK293 M3R inducible RGS4, calcium flux; Regulator of G-protein signaling 4 (Homo sapiens), P49798; Fluo-4 calcium flux; hits give high values; triggered by carbachol at its EC20; B-score at 10 µM; 310,000 tested, 0.45% active; AID 463165, 2010;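 active = B-score, a plate-corrected calcium signal, over three deviations above library mean, with baseline fluorescence within five deviations of library mean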;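 also: RGS4 expression induced by doxycycline in cells with stable M3 receptor; B-score is computed from the integrated fluorescence ratio over baseline after carbachol; higher B-score means a larger calcium signal and so more RGS4 inhibition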
SKKanGAS inh: S. pyogenes SKKanGAS growth inhibitors in kanamycin, primary screen, streptokinase expression inhibitor project, SKKanGAS strain, BacTiter-Glo luminescence; inhibition, % at 7.5 µM; 6 h; AID 1662, 2009; 300,000 tested, 1.3% active;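 active = mean replicate score, as percent of positive control median, at least 50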;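 also: strain carries kanamycin resistance gene driven by streptokinase promoter and grows in 40 µg/ml kanamycin; loss of luminescence reflects streptokinase promoter inhibition or plain growth inhibition; 0% = median of DMSO wells and 100% = positive control at its reference dose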
MrgX1 antagonist: antagonists of human MrgX1 receptor, primary screen, HEK293 cells, Fluo-4 calcium flux; Mas-related G-protein coupled receptor member X1 (Homo sapiens), Q96LB2; BAM8-22 antagonism; hits give low values; B-score at 10 µM; 310,000 tested, 1.3% active; AID 588676, 2011;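 active = calcium-response B-score plate-corrected more than 3 library SD below zero, starting fluorescence within 5 deviations, no agonist response on first addition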;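 also: peak minus trough fluorescence over baseline after final BAM8-22 challenge near maximal dose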
RGS4 act: RGS4 potentiators or activators, primary screen, cell-based, HEK293 M3R inducible RGS4, calcium flux; carbachol calcium flux Fluo4; hits give low values; B-score at 10 µM; 310,000 tested, 0.92% active; AID 463111, 2010;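 active = B-score of the integrated calcium signal more than 4 SD below the library mean, with starting fluorescence not abnormally high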;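 also: negative B-score means reduced calcium response which marks RGS4 activation or potentiation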
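Assay system: Inducible-RGS4 HEK293 cells carrying M3 receptor | Schedule: Compound preincubation 20 min at room temperature before agonist | Signal: Kinetic calcium fluorescence imaging with Fluo4-AM dye, 2 µM | Read-out basis: B score from integrated fluorescence ratio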
MrgX1 agonist: agonists of human MrgX1 receptor, primary screen, HEK293 cells, Fluo-4 calcium flux. B-score at 10 µM. 310,000 tested, 0.44% active. Fluo-4 calcium fluorescence, agonist mode; hits give high values. AID 588627, 2011. Mas-related G-protein coupled receptor member X1 (Homo sapiens), Q96LB2;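 active = calcium response B-score plate-corrected fluorescence ratio at least 3 library SD, with starting fluorescence B-score inside 5 SD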
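Material – MrgX1-expressing HEK293 cells · Input – 15,000 cells seeded per well · Dosing – compound as first of three additions · Times – overnight seeding, then 1 h dark dye loading · Measured by – kinetic Fluo-4 NW fluorescence of intracellular calcium · Read-out – B-scored fluorescence response ratio · Benchmarks – positive and negative control wells on each plate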
MrgX1 allo act: positive allosteric modulators of MrgX1, primary screen, HEK293 cells, Fluo-4 calcium flux; FDSS; hits give high values; B-score at 10 µM; 310,000 tested, 0.63% active; AID 588675, 2011;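 active = plate-corrected calcium response at least 3 library SD above typical, normal starting fluorescence, not activating the receptor alone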;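 also: compound read alongside a low EC10 to EC30 dose of BAM8-22 agonist; peak minus trough fluorescence over baseline measured at the second addition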
HIF activator: HIF pathway transcriptional activators, primary screen, cell-based, U2OS HRE-luciferase, luminescence. activation, % at 7.5 µM (by protocol). U2OS HRE-luciferase reporter; normalized: DMSO 0%, desferrioxamine 100%. 300,000 tested, 0.32% active;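 active = mean activation of at least 10% of the iron chelator positive control signal, with at least half of replicates also reaching 10%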
Platelet DG rel: inhibitors of platelet dense granule secretion, primary screen, cell-based, MLPCN, human platelets; AID 1663, 2009; human platelet-rich plasma, SFLLRN dense granule ATP release, luminescence; 300,000 tested, 0.22% active; inhibition, %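 (compounds screened at 7.5 µM in platelet-rich plasma)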;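 active = mean replicate score, as percent of positive control, at or above 50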
TRPC6 inhibitor: mouse TRPC6 channel inhibitors, primary screen, cell-based, HEK293, membrane potential dye; Short transient receptor potential channel 6 (Mus musculus), Q61143; B-score at 10 µM; 310,000 tested, 1.1% active; ACh-evoked depolarization; hits give low values;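 active = B-score under library mean minus 3 SD, initial fluorescence not abnormally high, positive integrated signal ratio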;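 also: B-score derived from integrated fluorescence ratio over the kinetic read; more negative B-score means stronger inhibition of depolarization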
Target sequence (Q61143 whole entry, looked up): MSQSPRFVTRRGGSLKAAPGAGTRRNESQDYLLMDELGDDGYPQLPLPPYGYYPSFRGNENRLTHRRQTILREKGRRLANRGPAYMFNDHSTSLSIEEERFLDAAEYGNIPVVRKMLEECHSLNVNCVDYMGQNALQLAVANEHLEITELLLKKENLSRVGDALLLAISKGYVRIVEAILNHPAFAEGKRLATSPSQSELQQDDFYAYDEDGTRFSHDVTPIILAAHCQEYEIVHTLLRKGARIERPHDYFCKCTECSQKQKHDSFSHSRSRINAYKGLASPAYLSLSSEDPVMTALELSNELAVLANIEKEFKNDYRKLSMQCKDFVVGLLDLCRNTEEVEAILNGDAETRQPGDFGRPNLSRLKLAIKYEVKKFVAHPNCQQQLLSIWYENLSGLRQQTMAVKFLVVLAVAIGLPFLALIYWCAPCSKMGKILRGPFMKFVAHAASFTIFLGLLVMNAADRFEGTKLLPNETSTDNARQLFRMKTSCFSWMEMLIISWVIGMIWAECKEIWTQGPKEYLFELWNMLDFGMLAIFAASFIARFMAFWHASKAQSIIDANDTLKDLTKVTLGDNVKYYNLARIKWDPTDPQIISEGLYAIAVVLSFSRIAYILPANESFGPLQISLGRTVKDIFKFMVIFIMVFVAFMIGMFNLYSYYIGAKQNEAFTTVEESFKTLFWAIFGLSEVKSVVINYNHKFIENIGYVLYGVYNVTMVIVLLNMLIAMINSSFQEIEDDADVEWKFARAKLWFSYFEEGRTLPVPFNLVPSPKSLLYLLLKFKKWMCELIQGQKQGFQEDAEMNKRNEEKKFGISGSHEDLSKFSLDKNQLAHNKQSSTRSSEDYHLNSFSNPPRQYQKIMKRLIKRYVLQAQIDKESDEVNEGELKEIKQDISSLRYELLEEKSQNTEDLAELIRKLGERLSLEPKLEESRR
TRPC4 block: inhibitors of mouse TRPC4 channel, primary screen, Fluo4 calcium, HEK293 TRPC4beta/mu-opioid cells. DAMGO-evoked Fluo4 calcium flux; hits give low values. B-score at 10 µM. 300,000 tested, 0.39% active. AID 2247, 2010;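 active = B-score over 3 SD under the library average, no early fluorescence shift, positive overall ratio signal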
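Test system – stable TRPC4beta/mu-opioid receptor HEK293 cells · Probe or stimulus – DAMGO, a submaximal dose followed by a maximal one · Dosing – one concentration per compound · Signal – Fluo4 calcium fluorescence by kinetic imaging, 5 s 1 Hz baseline · Evaluation – per-well B score of integrated baseline-normalized Fluo4 ratio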
TRPC6 act: mouse TRPC6 channel activators, primary screen, cell-based, HEK293, membrane potential dye; 310,000 tested, 0.13% active; HEK293-TRPC6 membrane potential dye fluorescence; hits give high values; B-score at 10 µM; Short transient receptor potential channel 6 (Mus musculus), Q61143;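 active = B-score of the integrated fluorescence ratio above library mean plus 3 SD, and starting fluorescence ratio within library mean plus 5 SD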;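 also: higher score means more depolarization so channel activation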
Numbers without * were called inactive; i = inactive; . = not tested or not shown. An unsorted share of the library; 6.1% or so of the library scored in one or more.

SMILES,RGS4 inh,SKKanGAS inh,MrgX1 antagonist,RGS4 act,MrgX1 agonist,MrgX1 allo act,HIF activator,Platelet DG rel,TRPC6 inhibitor,TRPC4 block,TRPC6 act
CC1CCC/C(=N\NC(=O)Nc2ccccc2)C1 (stereo not drawn),i,-9,i,i,i,i,3.8,-15,i,i,i
COc1cccc(N2C(=NC(=O)c3ccccc3)SC3CS(=O)(=O)CC32)c1 (stereo not drawn),i,7,i,i,i,i,-0.1,0,i,i,i
COc1ccccc1CN1CC(C(=O)N2CCC(OC)CC2)CCC1=O (stereo not drawn),i,-22,i,i,i,i,0.6,4,i,i,i
CC(=O)N1CCC2(CC1)C/C(=N\NC(=S)Nc1ccccc1F)c1cc(O)ccc1O2,i,4,i,i,i,i,-1.6,0,i,i,i
CCC(=O)OC1(C#CCOc2ccc(OC)cc2)CCN(C)CC1,i,1,i,i,i,i,0.0,4,i,i,i
C#CCOC(=O)Nc1cnccc1C(F)(F)F,i,5,i,i,i,i,0.7,-2,i,i,i
COc1ccc(CN2CCC(CO)(CCOc3ccccc3)CC2)c(OC)c1C,i,-3,i,i,i,i,-0.4,-1,i,i,i
CCOc1ccc(N(CC)C(=O)CCS(=O)(=O)c2cccc3nonc23)cc1,i,-1,i,i,i,i,-0.2,-3,i,i,i
CCCCNC(=O)CSc1nc(O)c(Cc2ccc(OC)cc2)c(=O)[nH]1,i,7,i,i,i,i,-0.5,-4,i,i,i
CC(=O)CCn1cc([N+](=O)[O-])nc1C,i,-5,i,i,i,i,-0.2,1,i,i,i
COc1cc(C(=O)NCc2nnc(SCC(=O)Nc3cc(C)cc(C)c3)o2)cc(OC)c1OC,i,1,i,i,i,i,-0.1,2,i,i,i
CCC(=O)Nc1cccc(-c2cc3ccccc3oc2=O)c1,i,-4,i,i,i,i,0.4,0,i,i,i
CCOC(=O)c1c(C)[nH]c(C(=O)COC(=O)/C=C/c2cccc(OC)c2OC)c1C,i,4,i,i,i,i,-0.1,4,i,i,i
COc1ccc2oc(-c3ccccc3)c(C(N)=O)c2c1,i,0,i,i,i,i,1.2,16,i,i,i
CN(C)CCCN(C(=O)c1ccc(S(=O)(=O)N(C)C)cc1)c1nc2ccc(F)cc2s1,i,-2,i,i,i,i,1.8,-2,i,-5*,i
O=C(OCC(=O)N1CCCC1=O)c1cc(S(=O)(=O)N2CCOCC2)ccc1F,i,-4,i,i,i,i,0.1,2,i,i,i
COc1ccccc1OCC(=O)Nc1ccc(S(=O)(=O)NC(C)=O)cc1,i,-1,-6.7*,i,i,i,.,3,i,i,i
COc1ccc(CN2CCN(c3ccccn3)CC2)cc1OCc1ccccc1,i,-1,i,i,i,i,-0.2,5,i,i,i
Cn1ncc(C#N)c1NC(=O)c1nn2cccnc2c1Cl,i,2,i,i,i,i,-0.3,1,i,i,i
COc1cccc(C(=O)Nc2cccc(C(=O)NCC(C)C)c2)c1,i,-5,-6.5*,i,i,i,0.6,6,i,i,i
CC(C)(C)NC(=O)C(c1c[nH]c2ccccc12)N(C(=O)Cn1nnc(-c2ccc(Cl)cc2)n1)c1ccccc1F (stereo not drawn),i,24,i,i,i,i,-0.6,2,i,i,i
O=C1CNC(=O)N1CC(=O)N1CCCc2ccccc21,i,2,i,i,i,i,-0.4,1,i,i,i
Cc1ccc(S(=O)(=O)n2ccc3cccnc32)cc1,i,3,i,i,i,i,0.5,3,i,i,i
O=C1OCC=C1NNC(=O)c1cccnc1,i,-11,i,i,i,i,-0.2,1,i,i,i

Brought forward from above: 2 compounds, followed by the next part.
SMILES,RGS4 inh,SKKanGAS inh,MrgX1 antagonist,RGS4 act,MrgX1 agonist,MrgX1 allo act,HIF activator,Platelet DG rel,TRPC6 inhibitor,TRPC4 block,TRPC6 act
Cc1ccc(S(=O)(=O)n2ccc3cccnc32)cc1,i,3,i,i,i,i,0.5,3,i,i,i
O=C1OCC=C1NNC(=O)c1cccnc1,i,-11,i,i,i,i,-0.2,1,i,i,i
CCc1ccc(CNn2cnnc2SCC(=O)NC(C)(C)C)cc1,i,-1,i,i,i,i,1.1,-1,i,i,i
Cc1ccc(N2CCN(C(=O)c3nn(C)c4c3CS(=O)(=O)c3ccccc3-4)CC2)c(C)c1,i,9,i,i,i,i,-1.2,-12,i,i,i
COc1ccc(/C(O)=C2/C(=O)C(=O)N(c3ncccn3)C2c2ccc(C(C)(C)C)cc2)cc1 (stereo not drawn),i,2,i,i,i,i,1.7,-16,i,i,i
O=C(CSc1nn(-c2ccc(F)cc2)c(=S)s1)NC(=O)NCc1ccco1,i,3,i,i,i,i,0.2,8,i,i,i
COCCCNC(=O)c1c[nH]c2ccc(S(=O)(=O)N3CCC4(CC3)OCCO4)cc2c1=O,i,15,i,i,i,i,-0.4,-9,i,i,i
CCOc1ccccc1NC(=O)N1CCCC1C(=O)Nc1nnc(CC)s1 (stereo not drawn),i,0,i,i,i,i,-0.7,-4,i,i,i
CCC(=O)Nc1ccc(S(=O)(=O)Nc2cc(C)on2)cc1,i,4,i,i,i,i,-0.3,-10,i,i,i
O=C(O)CCC(=O)Nc1ccc(SSc2ccc(NC(=O)CCC(=O)O)cc2)cc1,i,4,i,i,i,i,-0.9,2,i,i,i
COc1ccc(OC)c(NC(=O)CSc2nnc(CNC(=O)c3ccccc3F)o2)c1,i,-3,i,i,i,i,-0.1,3,i,i,i
CCOC(=O)C1(CC2CC2)CCN(Cc2cnc(-c3ccc(OC)cc3)nc2)CC1,i,2,i,i,i,i,-1.8,-4,i,i,i
Cc1ccc(C2=NC3(CCCCCC3)NC2=S)cc1,i,-4,i,i,i,i,0.4,6,i,i,i
C/C(=N\NC(=O)CSCc1ccc([N+](=O)[O-])cc1)c1cccc(Br)c1,i,19,i,i,i,i,-0.3,1,i,i,i
CCSc1nc(O)c(C2OC(=O)c3c2ccc(OC)c3OC)c(=O)n1CC (stereo not drawn),i,5,i,i,i,i,-0.2,-5,i,i,i
c1coc(CSCc2cn3cccnc3n2)c1,i,-7,i,i,i,i,0.3,-2,i,i,i
CCN(c1cccc(C)c1)c1ncnc2nc[nH]c12,i,-4,i,i,i,i,0.3,9,i,i,i
O=C(Nn1c(C2CCC2)nc2ccccc2c1=O)c1cccs1,i,7,i,i,i,i,-0.1,-3,i,i,i
O=C(O)Cc1c(C(=O)O)nnn1-c1ccc(Cl)cc1Cl,i,1,i,i,i,i,-0.4,9,i,i,i
COc1ccc(CN(C(=O)c2cc(=O)c3cc(C)cc(C)c3o2)C2CCS(=O)(=O)C2)cc1 (stereo not drawn),i,0,i,i,i,i,-0.3,16,i,i,i
CCn1cc(C(=O)Nc2ncccc2O)c(=O)c2cc(F)c(N3CCN(C(=O)c4ccco4)CC3)cc21,i,-3,i,i,i,i,-0.5,-1,i,i,i
CCS(=O)(=O)N1CCCC(C(=O)NC2CCCCC2C)C1 (stereo not drawn),i,-9,i,i,i,i,-1.0,8,i,i,i
COc1ccc(CN(CC(=O)NCc2ccccc2)C(=O)CCC(=O)Nc2cc(C)ccn2)cc1,i,4,i,i,i,i,1.7,-4,i,i,i
Cn1c(SCC(=O)Nc2nncs2)nnc1C1CC1,i,6,i,i,i,i,0.5,-14,i,i,i
CC(=O)c1cccc(NC(=O)c2cc(C)nn2-c2ccccc2)c1,i,6,i,i,i,i,-0.2,1,i,i,i
CCC(C)(C(=O)NC1CCCC1)N(C(=O)CC1NC(=O)NC1=O)c1ccc(C)cc1 (stereo not drawn),i,-2,i,i,i,i,-0.7,-1,i,i,i
CCOC(=O)C1(Cc2ccc(Cl)cc2)CCN(C(=O)c2cnc(C)cn2)CC1,i,-8,i,i,i,i,0.2,-4,i,i,i
N#CC1=C(N)Oc2n[nH]c(-c3cccs3)c2C1C1C=CCCC1 (stereo not drawn),i,0,i,i,i,i,-23,4,i,i,i
C/C(=N\NC(=O)CNc1cccc(C(F)(F)F)c1)c1cccc(Br)c1,i,6,i,i,i,i,0.1,5,i,i,i
Cc1ccc(NC(=O)COC(=O)C2CSC3(C)CCC(=O)N23)cc1S(=O)(=O)N1CCOCC1 (stereo not drawn),i,-6,i,i,i,i,0.3,-1,i,i,i
CCCCCC(O)CCC(=O)NNC1=CC(=O)CC(C)(C)C1 (stereo not drawn),i,-5,i,i,i,i,-0.3,0,i,i,i
Cc1ccc(N=C2CCCCCN2C)c(C#N)c1,i,1,i,i,i,i,0.1,7,i,i,i
O=C(NC(CC(=O)N1CCCC(C(F)(F)F)C1)c1ccccc1)c1ccccc1Cl (stereo not drawn),i,0,i,i,i,i,-1.0,2,i,i,i
CN(CC(=O)NCCc1ccccn1)S(=O)(=O)c1ccc(Cl)cc1,i,0,i,i,i,i,-0.2,0,i,i,i
Cn1c(C(=O)N2CCc3ccccc3C2)cc2oc3ccccc3c21,i,21,i,i,i,i,1.4,-2,i,i,i
CSCCC(NS(=O)(=O)c1ccc(Cl)cc1)C(=O)OCC(=O)c1c(C)[nH]c2ccccc12 (stereo not drawn),i,32,i,i,i,i,0.6,6,i,i,i
COc1ccc(OC)c(NS(=O)(=O)c2c(C)nc3sccn3c2=O)c1,i,-8,i,i,i,i,-0.2,-7,i,i,i

High-throughput results deposited in PubChem BioAssay by several laboratories.
